ERAP1 HTS inh – ERAP1 (human) enzyme inhibition | Q9NZ08 | recombinant ERAP1, Leu-AMC fluorescence, 60 min | inhibition, % at 10.7 µM | actives 0.15% (n = 340,000);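 active = mean replicate inhibition of at least 30%, or all replicates individually reaching that 30% level; inactive = mean below 30% and not every replicate reaching it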;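 also: 0% = neutral control wells and 100% = L-leucinethiol positive control wells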
Cneo AK release – causes C. neoformans cell lysis; lysis activity, % at 15 µM; adenylate kinase release luminescence, 4 h; normalised: neutral wells 0, clomiphene wells 100; AID 651654; actives 0.2% (n = 360,000);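 active = mean lysis activity across replicates of at least 80%, whatever share of replicates individually reach that level; inactive = mean lysis activity below 80%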
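Material – log-phase Cryptococcus neoformans yeast cells · Input – 5 × 10^6 yeast cells/mL · Medium – fresh YPD growth medium · Doses – single compound concentration per well · Timing – static 4 h at 37 °C with compound, 1 h detection · Detection – adenylate kinase release luminescence · Read-out – signal increase indicating cell lysis · Control set – Clomiphene as positive lysis control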
SIRT5 block – inhibitors of human sirtuin-5 desuccinylase; actives 1.1% (n = 330,000); AID 652115; inhibition, % at 15 µM; Purified SirT5, succinyl-peptide AMC, trypsin-coupled fluorescence; in the data active = inhibition above about 15%
Target sequence (Q9NXA8 whole entry, looked up): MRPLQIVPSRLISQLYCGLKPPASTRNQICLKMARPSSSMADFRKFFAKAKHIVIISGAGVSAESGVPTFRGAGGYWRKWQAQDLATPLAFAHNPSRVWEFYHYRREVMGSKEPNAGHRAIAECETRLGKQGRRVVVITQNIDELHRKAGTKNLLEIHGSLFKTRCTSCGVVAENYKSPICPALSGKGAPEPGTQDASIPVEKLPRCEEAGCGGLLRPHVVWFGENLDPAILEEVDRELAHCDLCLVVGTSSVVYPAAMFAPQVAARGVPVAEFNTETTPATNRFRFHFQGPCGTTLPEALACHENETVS
LGR2 inh – blocks bursicon-induced cAMP signaling via Drosophila LGR2 | HEK293 LGR2, CRE-luciferase, bursicon-stimulated, 4 h | inhibition, % at 9.99 µM | actives 0.35% (n = 380,000) | AID 720647;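 active = drop in luminescence signal, shown as inhibition above about 50% in the replicate tests, limit read from the data, passing the limit was not always enough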;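 also: agonist challenge used bursicon conditioned medium at about half maximal strength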
Xi reactivation – activators of X-chromosome reactivation in mouse fibroblasts; XiGFP mouse fibroblasts, % GFP-positive cells imaging, 3 d; cells co-treated with 5-aza-dC sensitizer; scaled so ellipticine positive control = 100%; activation, % at 7.58 µM; actives 0.055% (n = 360,000);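 active = mean normalized replicate activation at least 10% and every replicate at or above 10%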;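 also: 0% = median of on-plate neutral control wells and 100% = ellipticine 6 µM median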
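Material: XiGFP fibroblasts, SV40-immortalized; Buffer or medium: DMEM containing 5-aza-dC; Compound dosing: single point; Times: 3 days compound exposure.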
S100A4 MyoIIA – blocks human S100A4 binding to myosin IIA peptide; actives 0.14% (n = 360,000); AID 652163; P26447; S100A4/TAMRA-MyoIIA peptide fluorescence polarization; inhibition, % at 10.7 µM;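 active = mean inhibition of at least 70% across replicates, with every replicate also reaching that level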
Target sequence (P26447 whole entry, looked up): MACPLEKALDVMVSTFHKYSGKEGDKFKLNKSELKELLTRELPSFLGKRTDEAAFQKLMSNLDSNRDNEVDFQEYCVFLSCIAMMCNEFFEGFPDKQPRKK
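Material: S100A4 monomer (human). Medium: Calcium-containing HEPES buffer, pH 7.2. Probe or stimulus: labelled myosin peptide probe, 5 nM. Compound dosing: one concentration per compound. Timing: polarization read 5 min after assay mix addition, stable 5–60 min. Benchmarks: DMSO as neutral control, TFP as positive control.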
PGC1a acetyl inh – lowers PGC1a acetylation signal in U2OS cells | inhibition, % at 15.6 µM | actives 0.17% (n = 350,000) | AlphaScreen anti-acetyl-lysine; with virally co-expressed GCN5 acetyltransferase;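 active = every replicate shows inhibition of at least 40%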;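 also: 0% = neutral control wells and 100% = positive control wells; some results beyond the cut were filed as inactive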
Statin myotox sup – suppressors of simvastatin-induced myotoxicity in C2C12 myotubes; ATP luminescence, 48 h; scaled: DMSO 0, geranylgeraniol control 100; rescue of ATP level, % at 7.49 µM; actives 0.78% (n = 330,000);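 active = mean ATP rescue above about 67%, or every replicate alone reaching that limit, limit read from the data, passing the limit was not always enough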;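 also: myotubes were challenged with 10 µM simvastatin during compound exposure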
* = called active by the depositor; · = not tested or not shown; & = joins results of further samples. The list is partial. The share of hits here may be higher or lower than overall.

SMILES	ERAP1 HTS inh	Cneo AK release	SIRT5 block	LGR2 inh	Xi reactivation	S100A4 MyoIIA	PGC1a acetyl inh	Statin myotox sup
Nc1c(Cl)cnc(C(Cl)(Cl)Cl)c1Cl	0	·	-12	-14	0.4	-1	·	·
N#C[C@@H]1[C@@H](c2ccc(C#Cc3ccc(F)cc3)cc2)[C@H](CO)N1C(=O)C1CCC1	-3	0	1	-19	0.2	-5	4	50
Cc1ccccc1NC(=O)C(=O)c1cn(C)c2ccccc12	1	0	0	-24	0.1	3	-3	1
O=C1NCC(COc2ccc([N+](=O)[O-])cc2)O1 (stereo not drawn)	2	-2	2	17	0.1	-8	·	-2
Cc1ccc(S(=O)(=O)N/N=C(\c2ccccc2)C2CC2)cc1	0	-1	1	7	0.0	6	·	3
COCCOC1CCN(C(=O)c2ccc(OC)c(OC3CCN(C(C)C)CC3)c2)CC1	0	-3	3	5	0.0	-1	12	7
O=C(NCCCN1CCOCC1)[C@H]1[C@H](CO)[C@H]2Cn3c(ccc(C4=CCCCC4)c3=O)[C@@H]1N2	-5	-1	-30	1	0.0	16	·	-20
CCCOC(=O)CC1C(=O)NCCN1Cc1cc(OC)cc(OC)c1 (stereo not drawn)	-2	·	0	10	0.0	-1	3	·
Cc1c(NC(=O)c2noc(C(C)C)c2[N+](=O)[O-])c(=O)n(-c2ccccc2)n1C	2	0	1	27	0.0	-9	7	-15
CN1CCN(C(=O)C[C@H]2CC[C@H]3[C@@H](COC[C@@H](O)CN3C(=O)c3ccc(F)cc3)O2)CC1	4	4	0	-7	-0.1	-6	7	0
CCOc1ccc(CC(=O)N/N=C/c2cccnc2)cc1	·	3	-1	·	0.1	3	1	3
Cc1cccc(-c2ccc([C@H]3[C@H]4CN(S(=O)(=O)c5ccccc5F)CCCCN4[C@H]3CO)cc2)c1	·	3	12	1	0.1	·	-8	-31
Cc1ccc(C(=O)Cn2nc(C)c([N+](=O)[O-])c2C)c(C)c1	8	·	-11	-16	0.0	0	-4	·
Cc1nc2sc(C(c3cccs3)N3CCN(c4cccc(Cl)c4)CC3)c(O)n2n1 (stereo not drawn)	4	1	6	3	-0.1	-14	·	18
N#Cc1ccccc1	4	-1	·	-3	·	4	6	-1
C[C@H]1CN([C@@H](C)CO)C(=O)CCCn2nncc2CO[C@@H]1CN(C)S(=O)(=O)c1ccc(-n2cccn2)cc1	-3&-1	0&2	-2	18&-3	0.1&0.0	-8&-5	4&9	5&12
C[C@@H](NC(=O)C[C@H]1CC[C@H]2[C@@H](COc3ccc(NS(=O)(=O)c4ccc(Cl)cc4)cc3C(=O)N2C)O1)c1ccccc1	-2	50	-1	-7	0.0	1	2	3
CCCC(=O)N1CCC2(CC1)CN(C(=O)COC)[C@@H](CO)c1c2c2ccc(OC)cc2n1C	1	·	-2	-19	0.0	-10	·	·
C[C@@H]1CN([C@H](C)CO)C(=O)c2cc(NC(=O)Nc3ccc(F)cc3)ccc2O[C@H]1CN(C)C(=O)NC1CCCCC1	4	-1	·	12	-0.9	-6	0	14
O=C(Nc1cccc(Cl)c1)N[C@@H]1CC[C@H](CCNC(=O)C2CC2)O[C@@H]1CO	0	-4	-3	4	-0.3	10	-5	3
CC(CC(=O)Nc1ccc2c(c1)OCO2)c1ccccc1 (stereo not drawn)	-3	0	1	-17	0.1	0	-13	12
Cc1ccnc(NC(=O)c2ccc(OCc3c(C)noc3C)cc2)c1	0	·	-3	-61	0.6	-6	-15	-16
O=C1c2ccccc2[C@@H]2C[C@@H](O)[C@H](Nc3ccccc3)CCN12	-5	-1	-3	4	0.0	3	0	11
CC1(C)CC(=O)C=C(Nc2cccc(F)c2)C1	0	-1	4	12	-0.1	8	3	5
Cc1ccc(NCC(=O)Nc2cccc(S(=O)(=O)N(C)C)c2)cc1S(=O)(=O)N1CCCCCC1	6	·	-2	3	0.4	0	·	·
CCOC(=O)N1CCN(c2c(N3CCC(N4CCCCC4)CC3)c(=O)c2=O)CC1	4	2	1	17	-0.1	-9	1	1
Cc1cc(C)cc(OCC(=O)Nc2nc(-c3ccccn3)cs2)c1	1	1	-4	9	-0.1	-5	2	-2
COc1ccc(C)cc1NC(=O)COC(=O)c1ccc2c(c1)OCO2	2	-4	-2	10	0.1	-7	-4	-1
O=C(O)c1cc([N+](=O)[O-])ccc1N1CCC(Cc2ccccc2)CC1	4	·	5	-4	0.2	2	·	·
Cc1onc(-c2ccccc2)c1C(=O)N1CCN(Cc2ccc3c(c2)OCO3)CC1	5	-1	-5	3	0.2	1	-5	-12
Cc1ccccc1-n1nc2c(c1NC(=O)COc1ccc(Cl)cc1)CS(=O)C2 (stereo not drawn)	4	-3	-1	·	0.3	-7	-6	-3
CN1C(=O)c2cc(NC(=O)Cc3cccs3)ccc2OC[C@H]2O[C@@H](CC(=O)NCc3ccc(-c4ccccc4)cc3)CC[C@@H]21	-1	-2	2	2	0.0	0	25	45
C/C(CC(=O)Nc1ccc(C)c(Cl)c1)=N\NC(=O)Cc1cccs1	-4	2	-2	-8	-0.1	1	0	-1
O=C(CC1(O)C(=O)Nc2ccccc21)c1ccccc1O (stereo not drawn)	·	-1	·	24	·	12	2	1
O=C1CCCC2=C1C(c1cccc(O)c1)C1=C(N2)c2ccccc2C1=O (stereo not drawn)	-2	·	0	6	0.0	-1	-39	·
CC(C)CCn1cnc2c1c(=O)n(CC(=O)NC(N)=O)c(=O)n2Cc1ccccc1	-1	5	-2	-2	-0.1	-10	·	0
Cc1ccc(C)c(NC(=O)C(Sc2nc3ccc(C)cc3[nH]2)c2ccccc2)c1 (stereo not drawn)	-2	·	-2	12	0.4	-3	·	·
CC(C)C[C@H](NC(=O)c1[nH]cnc1C(=O)N[C@@H](Cc1ccccc1)C(=O)OC(C)(C)C)C(=O)OC(C)(C)C	·	-2	·	30	0.0	2	10	4
Cn1c(N)c(C(=O)Nc2ccccc2F)sc1=S	-1	0	-3	-4	0.1	2	-10	·
COc1ccc(Nc2nc(N)c([N+](=O)[O-])c(N3CCOCC3)n2)cc1	3	4	-1	0	0.0	2	2	-9

Some values from the results shown.
Result of CC(C)C[C@H](NC(=O)c1[nH]cnc1C(=O)N[C@@H](Cc1ccccc1)C(=O)OC(C)(C)C)C(=O)OC(C)(C)C under Xi reactivation: 0.0
Result of O=C(CC1(O)C(=O)Nc2ccccc21)c1ccccc1O (stereo not drawn) under S100A4 MyoIIA: 12
Result of COc1ccc(Nc2nc(N)c([N+](=O)[O-])c(N3CCOCC3)n2)cc1 under Xi reactivation: 0.0

Following part:
SMILES	ERAP1 HTS inh	Cneo AK release	SIRT5 block	LGR2 inh	Xi reactivation	S100A4 MyoIIA	PGC1a acetyl inh	Statin myotox sup
Cc1ccccc1CN(C)C[C@@H]1OCc2cn(nn2)CCCC(=O)N([C@@H](C)CO)C[C@H]1C	2	8	0	9	-0.1	18	-1	11
NC(=O)NC(=O)CC1S/C(=N/N=C2/NC(=O)CS2)NC1=O (stereo not drawn)	4	·	-3	5	-0.1	2	-4	·
COc1ccc(Cl)cc1C(=O)Nc1ccc2c(c1)OCCO2	-1	-6	-1	-7	-0.1	1	8	33
O=C(NCCC(=O)N1CCC2(CC1)NCCc1[nH]cnc12)c1ccc(F)c(F)c1	1	-1	12	3	0.0	-7	-4	3
CCc1ccc(NC(=O)CSc2nc3ccccc3nc2N2CCCC2)cc1	-1	-2	2	-33	0.3	-1	·	3
CCN(CC)CCCNC(=O)c1cc(Cl)c(NC(=O)C2=C(C)OCCS2)cc1OC	1	-1	3	13	0.1	-8	-4	5
NC(=O)C1CCN(C(=O)NC(=O)c2ccccc2)CC1	-3	2	-4	-6	0.0	-8	-2	-5
CC(C)Sc1nc(N2CCOCC2)c2c(c1C#N)CC(C)(C)N(C)C2	·	4	·	-14	·	·	-5	-50
Cc1cccc2cc(COC(=O)c3cccnc3)c(=O)[nH]c12	·	1	·	-2	·	·	5	102*
CCOC(=O)c1c(NC(=O)CSc2nnc(-c3ccc(C)cc3)o2)sc(C(C)=O)c1C	·	0	·	-4	·	·	6	2
Nc1nnc(CCCCCc2nnc(N)s2)s1	0	·	2	-30	-0.1	-4	·	·
CO[C@@H](CN(C)Cc1cc(F)ccc1F)[C@@H](C)CN(C(=O)Nc1ccc(C(F)(F)F)cc1)[C@H](C)CO	1	5	·	10	0.0	-3	0	-11
COc1ccc2c3c(n(C)c2c1)[C@H](CO)N(Cc1cccc(Cl)c1)CC31CCN(C(=O)C2CC2)CC1	1	·	11	-1	0.0	7	-7	·
Cc1cc(C)c(C)c(C(=O)COC(=O)CNC(=O)CN2C(=O)c3ccccc3C2=O)c1C	-8	1	-2	-15	0.1	-1	-7	·
CO[C@H]1CN(C)C(=O)c2cc(NC(=O)c3ccc4c(c3)OCO4)ccc2OC[C@H](C)N(CCC(F)(F)F)C[C@@H]1C	2	·	2	-18	0.6	-2	-3	·
C[C@H](CO)N1C[C@H](C)[C@@H](CN(C)C(=O)Cc2ccccn2)Oc2cc(C#C[C@@H](C)O)ccc2S1(=O)=O	0	4	-2	2	0.2	-32	3	1
Cc1ccc(Nc2nc3ccccc3nc2Nc2c(C)n(C)n(-c3ccccc3)c2=O)cc1	1	·	0	5	0.2	-4	·	·
CC(=O)c1cccc(NC(=O)COC(=O)c2n[nH]c3ccccc23)c1	-1	·	-2	-27	0.0	0	-3	·
CC(C)CC#Cc1ccc2c(c1)O[C@H](CN(C)C(=O)c1ccncc1)[C@@H](C)CN([C@H](C)CO)S2(=O)=O	1	-4	4	-11	0.0	4	4	-14
C[C@@H]1CN([C@H](C)CO)C(=O)c2cc(NS(=O)(=O)c3cn(C)cn3)ccc2O[C@@H](C)CCCCO[C@@H]1CN(C)C(=O)C1CCCCC1	-1	1	12	6	0.0	3	-16	·
COc1ccc(NC(=O)COC(=O)/C=C/c2cccs2)c(OC)c1	4	7	3	-21	-0.1	36	·	3
CNC(=O)C[C@@H]1CC[C@H]2[C@H](COc3ccc(NS(=O)(=O)c4ccccc4C)cc3C(=O)N2C)O1	-1	-13	5	14	0.3	7	2	-7
O=C1CCCN1CCCNc1ncnc2c1[nH]c1ccc(Cl)cc12	-5	-4	-3	-49	·	1	·	-11
CC(C)CC#Cc1cnc2c(c1)C(=O)N([C@H](C)CO)C[C@@H](C)[C@H](CN(C)C(=O)Nc1cc(F)ccc1F)O2	-1	-3	1	-14	-0.3	-6	-4	20
C=CCNC(=O)[C@@H]1[C@H]2C(=O)O[C@H](c3ccccc3)[C@H](c3ccccc3)N2[C@H](c2ccccc2OCCO)[C@@]12C(=O)Nc1ccc(C#CCNC(N)=O)cc12	4	-3	10	·	·	-2	5	·
COc1ccccc1OCc1ccc(C(=O)NCC2CCCO2)cc1 (stereo not drawn)	0	4	-3	5	0.2	0	-4	1
NC(=O)C1CC(=O)N(c2ccc(OCc3c(F)cccc3Cl)cc2)C1 (stereo not drawn)	-1	·	0	-6	0.1	2	·	·
